Bioassay records deposited in PubChem BioAssay by Sanford-Burnham Center for Chemical Genomics.
TAG inh: triacylglycerol accumulation inhibition; inhibition, % at 12.5 µM; H9c2 cells, Nile Red lipid (TAG) fluorescence; cells loaded with 200 µM oleic acid; actives 0.66% (n = 230,000);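 active = pattern-corrected inhibition of lipid staining of at least 50% with the nuclear-stain viability signal not falling by more than 50%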;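 also: 0% = DMSO wells and 100% = triacsin C control wells; some results filed as inactive read as strong as hits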
TAG inh DAPI viability: recorded beside TAG inh, whose call it bears; DAPI nuclei signal change (viability), lower = more cytotoxic, %;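 whole-well DAPI fluorescence read on a plate reader as a viability signal; minus 50 percent equals half of cells still viable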
* hit, by the source's call.

Every second line gives: TAG inh | TAG inh DAPI viability
Cc1c(NC(=O)c2cc(=O)[nH]c(=O)[nH]2)c(=O)n(-c2ccccc2)n1C
    -15 | 4
CCc1ccc(Nc2n[n+](-c3ccccc3)c(-c3ccc(OCc4ccccc4)cc3)s2)cc1
    -32 | 22
CCOCc1nnc(NC(=O)C2c3ccccc3Oc3ccccc32)s1
    -13 | 6
CC(=O)c1cccc(NC(=S)N2CCCC2)c1
    10 | -5
Cc1cccc(C(=O)NC(NCCc2ccccc2)C(Cl)(Cl)Cl)c1 (stereo not given)
    3 | 1
N#Cc1cc2c(=O)n3ccccc3nc2n(-c2ccc(Cl)cc2)c1=O
    9 | 165
Cc1ccc(S(=O)(=O)N2CCCC2CNC(=O)C(=O)Nc2ccccc2)cc1 (stereo not given)
    4 | 5
CC1(C)OC2OC3C(CN)OC(c4ccccc4)OC3C2O1 (stereo not given)
    8 | 0
COc1ccc(OC)c(CN2CCN(C(=O)c3cccc(S(=O)(=O)Nc4ccc(C)cc4)c3)CC2)c1
    1 | -1
COC(=O)[C@H](C)[C@@H]1C[C@@]1(C)[C@@H](NC(=O)OCc1ccccc1)c1ccccc1
    -15 | -4
Fc1ccc2c(c1)Sc1ccc(Cl)cc1CC2N1CCN(CCC2OCCO2)CC1 (stereo not given)
    4 | 7
CC(OC(=O)Cn1ccccc1=O)C(=O)Nc1cc(Cl)cc(Cl)c1 (stereo not given)
    12 | 10
CC(=O)c1ccccc1NC(=O)COC(=O)Cc1cccc(C(F)(F)F)c1
    -14 | 5
Cc1ccc(Cn2c(C3CCCN3c3nc(-c4ccc(F)cc4)cs3)nc3cc(C(=O)NCCCO)ccc32)cc1 (stereo not given)
    10 | 1
COc1ccc(NC(=O)CC2Oc3ccc(C)cc3NC2=O)cc1 (stereo not given)
    4 | -4
CC(C)C[C@H](NC(=O)c1nc[nH]c1C(=O)NCCNC(=O)OC(C)(C)C)C(=O)CNCCNC(=O)c1[nH]cnc1C(=O)N[C@@H](C)C(=O)OC(C)(C)C
    14 | -12
COC(=O)c1ccc(CSc2nnnn2C)o1
    -16 | 9
CSC[C@@H]1NC(=S)N(c2ccc(C)cc2)C1=O
    2 | -8
Cc1cccc([C@@H](NC(=O)OC(C)(C)C)C(=O)OC(C)(C)C)c1
    -31 | 9
CCOC(=O)N1CCN(C(=O)CSc2nc(=O)n3cc(C)ccc3n2)CC1
    0 | -2

Ordered by heavy-atom count (largest number first): 5 of the compounds above
Every second line gives: TAG inh | TAG inh DAPI viability
Fc1ccc2c(c1)Sc1ccc(Cl)cc1CC2N1CCN(CCC2OCCO2)CC1 (stereo not given)
    4 | 7
Cc1ccc(S(=O)(=O)N2CCCC2CNC(=O)C(=O)Nc2ccccc2)cc1 (stereo not given)
    4 | 5
CC(=O)c1ccccc1NC(=O)COC(=O)Cc1cccc(C(F)(F)F)c1
    -14 | 5
Cc1c(NC(=O)c2cc(=O)[nH]c(=O)[nH]2)c(=O)n(-c2ccccc2)n1C
    -15 | 4
CC(=O)c1cccc(NC(=S)N2CCCC2)c1
    10 | -5

(continued)
Every second line gives: TAG inh | TAG inh DAPI viability
Cc1ccc2cc(CCNC(=O)c3ccc(S(=O)(=O)N4CCOCC4)cc3)c(=O)[nH]c2c1
    5 | 1
O=C(OCC(=O)N1CCCC1)c1cnc(Cl)c(Cl)c1
    3 | -5
Cc1cc(C)cc(Nc2ccc3nonc3c2[N+](=O)[O-])c1
    6 | -3
CC(=O)OCC1=C(C(=O)O)N2C(=O)C(NC(=O)c3ccc(COc4cccc(Cl)c4Cl)o3)C2SC1 (stereo not given)
    -8 | -2
CCOC(=O)CSc1ncnc2c1cnn2-c1ccc(Cl)cc1
    14 | -3
Cc1c(Cc2ccc3c(c2)OCO3)sc(NC(=O)c2ccc3ccccc3c2)c1C(N)=O
    20 | 1
O=C(Nc1ccccc1-c1ccccc1)C12CC3CC(CC(C3)C1)C2
    -4 | 5
Cc1ccccc1-n1ccnc1SCC(=O)Nc1cccc(S(=O)(=O)NC2=NCCC2)c1
    -2 | -4
Cc1ccc[n+](CC(=O)Nc2ccc(Cl)c([N+](=O)[O-])c2)c1
    5 | -5
Cc1c(C(=O)N(Cc2ccco2)Cc2cccs2)oc2ccccc12
    -6 | -3
Cc1ccccc1NC(=O)C1CCN(C(=O)N2CCOc3ccccc32)CC1
    10 | -13
O=C(COC(=O)c1ccc(N2CCCC2=O)cc1)NCc1ccco1
    0 | 6
N/C(=N\OC(=O)C(c1ccccc1)c1ccccc1)c1ccccn1
    -12 | 3
CCOc1ccc(Cn2nnc(C(=O)NCCc3ccccc3)c2N)cc1
    -2 | 6
O=C(Nc1c(C(=O)O)oc2ccc(Br)cc12)c1ccccc1
    3 | -5
CCOc1ncccc1C(=O)Nc1ccccc1C(=O)NCc1ccc2c(c1)OCO2
    18 | -1
CN(CC(=O)Nc1ccccc1Br)C(=O)COc1cccc2c1OC(C)(C)C2
    -13 | 0
CCOC(=O)C(C)n1cnc2scc(-c3ccc(C)cc3)c2c1=O (stereo not given)
    8 | -1
COC(=O)CSc1nc2sc3c(c2c(=O)n1-c1ccccc1)CCN(C)C3
    0 | 4
NCCC(=O)N1c2ccccc2Sc2ccc(Cl)cc21
    68* | -32*
CCN(CC(=O)Nc1c(F)cccc1F)C(=O)CSCC(=O)Nc1cc(C)on1
    -4 | -8
COn1c(=O)c(-c2cccs2)[n+]([O-])c2ccccc21
    -24 | 9
CS(=O)(=O)c1cccc(-c2nnc(NC(=O)CCS(=O)(=O)c3ccccc3)o2)c1
    -7 | 9
CC(C)C[C@H](NC(=O)NCc1ccc(F)cc1)C(=O)O
    11 | 0
O=C(Nc1ccc(C(=O)N2CCCCC2)cc1)c1ccc([N+](=O)[O-])cc1
    -4 | 6
CCCCCCN1C(=O)C(O)=C(C(C)=O)C1c1ccccc1[N+](=O)[O-] (stereo not given)
    -6 | -1
Cc1ccc(C(=O)Nc2cccc(S(=O)(=O)N3CCCC3)c2)o1
    11 | -1
OC[C@@H]1CN(Cc2ccco2)C[C@H](n2cnc3c(NCc4ccc(F)cc4)ncnc32)O1
    12 | 5
CCOC(=O)N1CCN(C(=O)c2ccccc2NC(C)=O)CC1
    -5 | 10
COC(=O)c1ccc(NC(=O)C2CCN(C(=O)c3cc(OC)c(OC)c(OC)c3)CC2)cc1
    6 | -13
CCCN1C(=O)/C(=C/c2ccc(N3CCCC3)c(C)c2)NC1=S
    -89 | 7
Cc1cccc(C)c1NC(=O)c1cc(-c2ccccn2)nc2ccccc12
    0 | 10
O=C(NCCCn1ccnc1)/C(=C\c1cccnc1)NC(=O)c1ccco1
    1 | -7
O=C(COc1ccc(Br)cc1CO)Nc1ccccc1F
    -3 | 0
CCN1CCN(S(=O)(=O)c2ccc(Cl)c(C(=O)N(C)C3CCCCC3)c2)CC1
    1 | -2
CCCCNC(=O)c1c(CSc2ccc(Cl)cc2)noc1C(=O)NCc1ccccc1
    1 | -9
S=C(Nc1ccccc1)Nc1ccc2cn[nH]c2c1
    3 | -4
Cc1c(NS(=O)(=O)c2cc(C(=O)N3CCCC(C)C3)ccc2Cl)c(=O)n(-c2ccccc2)n1C (stereo not given)
    5 | -5
O=C(Nc1nc2ccc(Cl)cc2s1)c1cccc(N2C(=O)CCC2=O)c1
    10 | 3
CCOC(=O)c1cc(-c2cccnc2)nn1-c1ccccn1
    9 | -5

Two records drawn at random from the list so far, as already listed:
Every second line gives: TAG inh | TAG inh DAPI viability
Cc1ccc(C(=O)Nc2cccc(S(=O)(=O)N3CCCC3)c2)o1
    11 | -1
O=C(COc1ccc(Br)cc1CO)Nc1ccccc1F
    -3 | 0

Remaining list, next part
Every second line gives: TAG inh | TAG inh DAPI viability
O=C(CCN1CCOCC1)Nc1cccc(Br)c1
    0 | -9
COc1cc(/C=C(\C#N)C(=O)NCC2CCCO2)ccc1OCCC(C)C (stereo not given)
    15 | -7
Cc1ccc(N/N=C/c2c(C)c(C#N)c(=O)n(C)c2O)cc1C
    -7 | 9
CCOc1ccccc1N(CC(=O)Nc1ccccc1C(=O)N1CCOCC1)S(C)(=O)=O
    -4 | 0
CC(C)(C)NC(=O)CSc1nc2cc(S(=O)(=O)N3CCCCC3)ccc2o1
    -11 | -2
COC(=O)[C@@H]1C[C@@]2(O)[C@@H](O)[C@@H](O)[C@@H](O)C[C@H]2N1CC1CCCCC1
    -5 | -5
O=C(Nc1cc(Cl)ccc1Cl)N1CCN(C(=O)Nc2cc(Cl)ccc2Cl)CC1
    10 | 4
O=S(=O)(c1ccc(Br)cc1)c1cnc2ccccc2n1
    26 | -7
CN(C(=O)COC(=O)c1cccc(NS(=O)(=O)c2ccc(F)c(F)c2)c1)C1CCS(=O)(=O)C1 (stereo not given)
    3 | -4
NC(=O)c1ccccc1NC(=O)N1CCOCC1
    6 | 6
COc1ccc(-n2c(-c3ccc(Cl)cc3)n[nH]c2=S)c(OC)c1
    5 | -11
CN(Cc1ccccc1)C(=O)C1CCN(S(C)(=O)=O)CC1
    2 | -14
CCOc1ccccc1-n1c(=S)sc2c(=O)n(-c3ccccc3)c(=S)[nH]c21
    -9 | 7
O=C(CCC1CCCC1)N1CCN(S(=O)(=O)Cc2ccccc2)CC1
    16 | 3
CCCc1cc(=O)[nH]c2nnc(SCC(=O)NC3CCCCC3)n12
    14 | -7
Cc1cc(C)nc(Nc2n[nH]c(-c3ccccc3Cl)n2)n1
    -14 | 1
O=C(COC(=O)[C@H](Cc1ccccc1)NC(=O)c1ccco1)Nc1ccccc1
    8 | 2
O=S(=O)(NC(CO)Cc1ccccc1)c1ccc(Br)cc1F (stereo not given)
    -7 | -3
N#CC1=C2SCN(c3ccccc3)CN2C(=O)CC1c1cccs1 (stereo not given)
    10 | -9
Cc1csc(Nc2ccc(Cl)cc2)[n+]1-c1ccc(Cl)cc1
    -29 | 6

The list continues:
smiles	TAG inh	TAG inh DAPI viability
O=c1cc(-c2ccccc2Cl)oc2ccc([N+](=O)[O-])c(O)c12	7	-13
COc1ccc(CCNC(=O)C2CCN(c3nccc(C)n3)CC2)cc1	-17	16
CCCCn1c(CN2CCOCC2)nc2c1c(=O)n(C)c(=O)n2C	1	-3
COc1ccc(COC(=O)C2=C(C)NC(=O)NC2c2ccc(F)cc2)cc1 (stereo not given)	2	1
CC1=C(C(=O)N(C(C)C)C(C)C)CC(CC(=O)NCCCCc2ccccc2)C(=O)N1Cc1ccccc1 (stereo not given)	5	-3
CCN(C(=O)COC(=O)c1cccn1C)C1CCS(=O)(=O)C1 (stereo not given)	13	11
Nc1[nH]nc2nc(N3CCOCC3)nc(-c3ccccc3)c12	6	-1
CC(C)(C)C(=O)NC(=S)Nc1ccc(C(F)(F)F)cc1	2	3
COc1ccccc1NS(=O)(=O)c1ccc(C)c(C(=O)NCc2cccnc2)c1	-5	-6
Cc1ccc(NC(=O)c2ccccc2)cc1	12	-7
COc1cc(C2C(C#N)=C(N)Oc3c2oc(CO)cc3=O)cc(OC)c1OC (stereo not given)	20	-20
Brc1cccc(-c2nnco2)c1	10	-11
N#Cc1cc([N+](=O)[O-])ccc1Oc1cccc(/C=N/NC(=O)c2ccc(Cl)cc2)c1	20	-2
O=C(OCc1cncs1)c1ccccc1	3	18
COc1ccc(NC(=O)c2cc(=O)c3ccccc3o2)cn1	-45	5
O=C1N/C(=N/S(=O)(=O)Cc2ccccc2)S/C1=C/c1ccc2c(c1)OCO2	4	-10
COC(=O)c1cc(C(=O)OCC(=O)NC2CCCCCCC2)cc([N+](=O)[O-])c1	11	-5
CCn1cnc2c(Nc3cccc(Cl)c3)nc(C#N)nc21	-2	5
CCOC(=O)N1CCN(c2c(N3CCN(c4ccccc4OC)CC3)c(=O)c2=O)CC1	3	-10
COCc1ccc(C(=O)N2CCN(CC(=O)N3CCCC3)CC2)cc1	-11	6
O=C1C2C3C=CC(C3)C2C(=O)N1/N=C/c1cc(Br)cc([N+](=O)[O-])c1O (stereo not given)	1	-3
COC(=O)C1CCN(S(=O)(=O)c2ccc(Br)s2)CC1	-6	-5
Cn1c2cc(Br)sc2c2cnn(Cc3c(F)cccc3Cl)c(=O)c21	-4	-3
CCn1cc(S(=O)(=O)N2CCN(Cc3ccc(F)cc3)CC2)cn1	-7	-11
CCOc1ccc(OCCN2C(=O)NC3(CCCc4ccccc43)C2=O)cc1 (stereo not given)	-11	-7

Structural class, the compounds so far containing a COOH group
smiles	TAG inh	TAG inh DAPI viability
CC(=O)OCC1=C(C(=O)O)N2C(=O)C(NC(=O)c3ccc(COc4cccc(Cl)c4Cl)o3)C2SC1 (stereo not given)	-8	-2
O=C(Nc1c(C(=O)O)oc2ccc(Br)cc12)c1ccccc1	3	-5
CC(C)C[C@H](NC(=O)NCc1ccc(F)cc1)C(=O)O	11	0

Next section:
smiles	TAG inh	TAG inh DAPI viability
COc1ccc(NC(=O)CN2CCN(Cc3ccccc3)CC2)cc1	4	8
CCCNC(=O)N1CCC(n2nccc2NC(=O)CCOc2ccccc2)CC1	-8	-16
COC(=O)Cc1ccc(NC(=O)c2ccc3c(c2)C(=O)N(Cc2ccco2)C3=O)cc1	-1	2
COc1ccc(C2=NCCn3nc4ccccc4c32)cc1	5	-8
N#CCc1nn(-c2ccccc2)c2ncnc(N)c12	-2	9
CCC(=O)NCCn1c(C)cc2ccccc21	10	5
NC(N)=N/N=C/c1ccc(Cl)c([N+](=O)[O-])c1	0	3
CCN(CC)c1ccc(NC(=O)COC(=O)C23CCC(=O)N2c2ccccc2S3)cc1 (stereo not given)	-2	-4
COc1ccc(CC(=O)OCC(=O)Nc2cccc(Cl)c2)cc1	2	2
Cc1ccc(S(=O)(=O)N2CC3(O)CN(C(=O)OC(C)C)N(C(=O)OC(C)C)CC3(OC(=O)NCc3ccccc3F)C2)cc1 (stereo not given)	8	-13
COc1ccc(C2/C=C\CC(NC(=O)OCC3c4ccccc4-c4ccccc43)CC(=O)N2Cc2ccccc2F)cc1 (stereo not given)	-8	9
COc1ccc(N=C2SC(C(=O)O)CC(=O)N2C)cc1 (stereo not given)	12	-3
COCC(=O)Nc1ccc(C)c(Cl)c1	14	-10
CCCCNC(=O)C1(C)CCN1C(=O)c1cc(-c2cccs2)oc1C (stereo not given)	1	-22
Cc1cc(C)n(-c2nnc(SCC(=O)NC3CCCC3)c3ccccc23)n1	13	-13

The list is partial; count on the stated rates, not on these rows.
